# Assay outcomes from PubChem BioAssay.
# Anthrax LF inh2 = inhibitors of Bacillus anthracis lethal factor protease; AID 588501; inhibition, % at 10 µM; multiplex microsphere protease cleavage assay, LF; 360,000 compounds, 0.12% hits; P15917; note: plate controls were buffer without enzyme for full effect and enzyme alone for no effect
# Target sequence (P15917 whole entry, looked up): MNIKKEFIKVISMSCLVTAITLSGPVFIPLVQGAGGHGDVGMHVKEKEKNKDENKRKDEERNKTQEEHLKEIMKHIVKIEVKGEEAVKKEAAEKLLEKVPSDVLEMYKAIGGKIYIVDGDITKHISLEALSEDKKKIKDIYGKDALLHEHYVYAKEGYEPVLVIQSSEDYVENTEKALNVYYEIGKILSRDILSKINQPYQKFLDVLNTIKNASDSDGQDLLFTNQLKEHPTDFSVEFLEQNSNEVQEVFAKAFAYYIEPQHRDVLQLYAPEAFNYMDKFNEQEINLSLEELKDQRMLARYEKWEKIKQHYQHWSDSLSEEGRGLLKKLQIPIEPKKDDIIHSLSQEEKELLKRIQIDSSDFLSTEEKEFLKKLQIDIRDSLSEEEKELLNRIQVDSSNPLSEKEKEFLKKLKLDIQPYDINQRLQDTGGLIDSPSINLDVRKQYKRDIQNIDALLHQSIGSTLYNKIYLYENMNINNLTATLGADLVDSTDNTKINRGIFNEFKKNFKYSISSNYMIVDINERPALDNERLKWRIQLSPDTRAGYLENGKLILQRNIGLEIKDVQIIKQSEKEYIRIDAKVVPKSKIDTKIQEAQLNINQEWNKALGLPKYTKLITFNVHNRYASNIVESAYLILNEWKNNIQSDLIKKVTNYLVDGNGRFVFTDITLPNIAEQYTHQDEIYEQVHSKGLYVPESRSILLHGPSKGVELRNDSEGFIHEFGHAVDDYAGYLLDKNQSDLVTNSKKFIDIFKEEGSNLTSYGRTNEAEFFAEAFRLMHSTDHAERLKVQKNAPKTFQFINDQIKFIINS
# FadD28 binding = inhibitors of Mycobacterium tuberculosis FadD28 bisubstrate binding; FadD28 bisubstrate probe binding, fluorescence polarization; inhibition, % at 12.5 µM; 360,000 compounds, 0.22% hits; AID 588549; in the data active = inhibition above about 8.5%, passing the limit was not always enough; inconclusive = no clear call, values can overlap the other calls
# BoNT-A LC inh2 = BoNT A light chain protease inhibition | 360,000 compounds, 0.17% hits | AID 588499 | multiplex microsphere protease substrate cleavage, flow cytometry | inhibition, % at 10 µM; note: plate controls were buffer without enzyme for full effect and enzyme alone for no effect
# BoNT F protease = blocks Botulinum neurotoxin F light chain protease; Multiplex microsphere protease cleavage assay, flow cytometry; inhibition, % at 10 µM; 360,000 compounds, 0.22% hits; AID 588497; in the data active = inhibition above about 35%, passing the limit was not always enough; inconclusive = no clear call, values can overlap the other calls; note: plate controls were buffer without enzyme for full effect and enzyme alone for no effect
# Y pestis TopoI = blocks Yersinia pestis topoisomerase I activity | activity, % at 10 µM | Y. pestis Topo-I cleavage product accumulation, plate reader | 360,000 compounds, 0.064% hits; in the data active = activity above about 50%, passing the limit was not always enough; inconclusive = no clear call, values can overlap the other calls; note: inactives centre near 2
# CCHFV vOTU inh = CCHFV vOTU protease inhibition | Pep-AMC fluorescence | inhibition, % at 11.5 µM | 370,000 compounds, 0.55% hits; in the data active = inhibition above about 30%; note: 0% = vehicle wells with enzyme and 100% = no enzyme wells
# PfHsp40 yeast = compounds rescuing yeast from Plasmodium falciparum HSP40 toxicity | S. cerevisiae expressing PfHsp40, growth rescue, ATP luminescence | growth rescue, % at 12.5 µM | 340,000 compounds, 0.68% hits; in the data active = growth rescue above about 28%, passing the limit was not always enough; inconclusive = no clear call, values can overlap the other calls;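 note: yeast W303a lacking pdr1 and pdr3 grown in galactose medium; growth measured after three days at 30 °C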
# TcdB inh = blocks C. difficile toxin B glycohydrolase activity | inhibition, % at 9.99 µM | TcdB glycohydrolase enzymatic assay, plate reader | AID 652162 | 350,000 compounds, 0.24% hits | P18177; in the data active = inhibition above about 10%
# PrPC TRFRET = reduces human prion protein on the cell surface; inhibition, % at 13.8 µM; 370,000 compounds, 0.43% hits; cell surface PrPC, TR-FRET read-out; in the data active = inhibition above about 24%; note: 0% = median of the test wells and 100% = reference compound wells
# The depositor's hits bear a star; ? = inconclusive; . = no result given. Cut-off read from the data, not from the text of the source, unless noted: active = inhibition above about 30%; inconclusive = no clear call, values can overlap the other calls; inactive = below that. Outcome played no part in choosing rows; any-hit rate near 2.3%.
molecule,BoNT-A LC inh2,PrPC TRFRET,FadD28 binding,Y pestis TopoI,BoNT F protease,PfHsp40 yeast,TcdB inh,CCHFV vOTU inh,Anthrax LF inh2
CC(C)(C)OC(=O)C[C@H]1C/C=C\C[C@@H](CC(=O)NCCO)C(=O)N[C@H](Cc2ccccc2)COC1=O,0.0,3.4,-4.5,10.1,4.5,0.9,1.5,-8.5,-11.6
Cc1ccc(CNC(=O)c2cc3c(s2)CN(Cc2ccccc2)C3)cc1,-0.6,-2.5,-3.3,9.6,-6.1,-1.0,0.3,3.0,-3.6
CCC(=O)N1CCc2cc(S(=O)(=O)NC(C(=O)NCc3ccc(C)cc3)C(C)C)ccc21 (stereo not drawn),0.8,-1.6,1.0,1.7,0.9,-0.5,.,-8.2,1.1
Cc1ccc(S(=O)(=O)N/N=C/c2cn(C)nc2C)cc1,0.1,3.7,-0.5,1.3,-11.5,0.1,.,0.6,-2.0
COc1ccc(NC(=O)O/N=C/c2ccncc2)cc1,-0.3,4.8,-1.7,0.1,-6.8,-0.6,0.2,1.6,-2.4
COc1ccc(OC)c2nc(-c3ccc4c(c3)OCO4)ccc12,-1.6,-4.3,0.1,23.6,?,5.1,0.9,-6.9,4.3
CCN(CC)S(=O)(=O)c1ccc(N2CCCCC2)c(NC(=O)c2ccncc2)c1,0.2,-2.4,-3.6,14.2,-6.0,0.7,1.2,0.1,-0.2
CC(C)CC(c1nnnn1C1CCCCC1)N1CCN(C(=O)c2ccco2)CC1 (stereo not drawn),0.7,-1.7,0.7,14.8,1.7,-0.4,2.1,0.2,-1.0
CCN(CC)C(=O)CSc1nc2ccccc2c(=O)n1CCC(=O)NCc1ccc(F)cc1,-0.8,1.3,-0.3,21.9,-4.8,0.0,.,-5.3,-7.4
Cc1cc(=O)oc2cc(OCC(=O)Nc3nnc(C4CC4)s3)ccc12,0.1,-2.5,-1.9,-10.0,4.7,-1.6,1.3,-12.9,4.6
Cc1cccc(OCCOC(=O)C2CCN(S(=O)(=O)c3ccc(C)c(C)c3)CC2)c1,-2.8,4.3,-2.0,?,-11.1,0.5,0.6,-6.6,1.1
Cc1ccc(C(=O)OC2CCOC2=O)cc1NC(=O)c1ccco1 (stereo not drawn),0.2,-2.8,1.1,-0.2,-3.9,-1.4,.,-5.3,0.5
COc1cccc(NS(=O)(=O)c2ccc(S(=O)(=O)N3CCCC3)cc2)c1,-0.5,22.0,-0.1,-5.6,-10.3,-1.0,0.5,11.2,-3.0
NS(=O)(=O)c1ccc(NC(=S)NC2CCCC2)cc1,-0.6,6.6,-2.5,2.5,-7.3,-1.4,.,-3.6,-1.0
CC(C)c1csc(CN2CCN(Cc3ccccc3)C(CCO)C2)n1 (stereo not drawn),-0.1,-5.4,-3.2,5.9,-1.9,0.3,-2.2,7.8,-7.7
CCN(CC)CCN(C(=O)c1ccc([N+](=O)[O-])cc1)c1nc2ccc(OC)cc2s1,.,-9.2,-0.3,-6.2,.,1.2,0.0,-2.3,.
COc1ccc(N(C)S(=O)(=O)c2cccc(C(=O)N(C)Cc3ccc(C)o3)c2)cc1,-1.6,6.7,-0.8,34.9,-3.1,-0.9,1.2,-5.9,1.6
N=c1c(C(=O)NCc2ccco2)cc2c(=O)n3ccccc3nc2n1C1CCCC1,-2.2,-22.2,-1.1,0.5,-40.6,0.1,0.8,-116.1,8.5
Cc1cc(C)cc(NC(=O)C2C3C=CC(O3)C2C(=O)O)c1 (stereo not drawn),-0.7,0.1,0.6,1.4,21.7,-2.7,0.7,-15.2,-3.1
NC(=O)c1cc(Br)cc(C2CCCCC2)c1O,-0.7,2.0,-4.3,4.3,-12.9,12.7,3.4,-6.8,0.2
O=S(=O)(NCc1ccc2c(c1)OCO2)c1ccc(F)c(F)c1,-0.7,5.3,-0.2,-9.9,-7.2,0.9,0.9,-3.5,-2.0
N#Cc1cc2ccncc2c2ccccc12,0.0,-4.0,-4.4,-1.4,-1.4,.,-1.2,-3.9,-7.0
CNc1cccc(-c2cccc(O)c2)n1,0.0,6.2,-2.1,0.0,-0.5,.,2.4,-14.1,1.1
N[C@H](CSCc1ccccc1)C(=O)Nc1ccc([N+](=O)[O-])cc1,-3.8,-3.9,-0.2,0.6,-12.8,-0.4,2.0,-7.1,-20.1
O=C(NNC(=O)c1ccccc1F)c1ccc(-c2ccc(Cl)cc2)o1,3.3,-4.8,-2.2,11.9,-4.1,3.9,-0.5,-2.2,0.5
COc1ccc(C)c(-n2c(N)cc(=O)n(Cc3ccccc3)c2=O)c1,?,2.7,0.0,-0.1,?,1.2,0.3,-4.5,-4.1
Cc1ccc(OCC(=O)NC2CCS(=O)(=O)C2)c(C)c1 (stereo not drawn),-0.8,-4.3,0.4,-2.0,0.3,0.6,2.3,-1.6,-0.6
CCN(CC)C(=S)NC(=O)c1cccnc1,-0.2,8.4,-1.4,5.2,0.1,0.2,-0.3,-15.7,-3.4
COc1cccc(C(O)c2nc(-c3cccc(C#N)c3)cs2)c1 (stereo not drawn),-0.3,-2.5,-4.5,1.8,-1.6,.,-0.4,8.2,-4.8
CC1=NN(c2ccccc2C(=O)O)C(=O)C1N=Nc1ccccc1 (stereo not drawn),0.8,-13.7,2.8,0.9,15.1,-0.6,-0.8,9.2,2.6

# A second format for some results above:
smiles: N[C@H](CSCc1ccccc1)C(=O)Nc1ccc([N+](=O)[O-])cc1
  BoNT-A LC inh2: -3.8
  PrPC TRFRET: -3.9
  FadD28 binding: -0.2
  Y pestis TopoI: 0.6
  BoNT F protease: -12.8
  PfHsp40 yeast: -0.4
  TcdB inh: 2.0
  CCHFV vOTU inh: -7.1
  Anthrax LF inh2: -20.1
smiles: CNc1cccc(-c2cccc(O)c2)n1
  BoNT-A LC inh2: 0.0
  PrPC TRFRET: 6.2
  FadD28 binding: -2.1
  Y pestis TopoI: 0.0
  BoNT F protease: -0.5
  PfHsp40 yeast: .
  TcdB inh: 2.4
  CCHFV vOTU inh: -14.1
  Anthrax LF inh2: 1.1
smiles: CC(C)(C)OC(=O)C[C@H]1C/C=C\C[C@@H](CC(=O)NCCO)C(=O)N[C@H](Cc2ccccc2)COC1=O
  BoNT-A LC inh2: 0.0
  PrPC TRFRET: 3.4
  FadD28 binding: -4.5
  Y pestis TopoI: 10.1
  BoNT F protease: 4.5
  PfHsp40 yeast: 0.9
  TcdB inh: 1.5
  CCHFV vOTU inh: -8.5
  Anthrax LF inh2: -11.6
smiles: CCN(CC)C(=O)CSc1nc2ccccc2c(=O)n1CCC(=O)NCc1ccc(F)cc1
  BoNT-A LC inh2: -0.8
  PrPC TRFRET: 1.3
  FadD28 binding: -0.3
  Y pestis TopoI: 21.9
  BoNT F protease: -4.8
  PfHsp40 yeast: 0.0
  TcdB inh: .
  CCHFV vOTU inh: -5.3
  Anthrax LF inh2: -7.4

# Further records.
molecule,BoNT-A LC inh2,PrPC TRFRET,FadD28 binding,Y pestis TopoI,BoNT F protease,PfHsp40 yeast,TcdB inh,CCHFV vOTU inh,Anthrax LF inh2
O=C1CCCN1CCC(=O)N1CCCC(Nc2ccc(F)cc2)C1 (stereo not drawn),0.0,3.5,-2.0,-4.0,-12.8,0.6,0.1,2.8,6.5
CCCn1c(N)c(N(CCOC)C(=O)c2cccc(C(F)(F)F)c2)c(=O)[nH]c1=O,-0.2,-2.4,-1.2,3.6,-3.4,-0.1,0.9,14.4,-2.7
C[C@@H](C(=O)Nc1nc(-c2ccccn2)cs1)N1C(=O)C2CCCCC2C1=O (stereo partly drawn),-0.1,1.0,-3.4,-10.9,-21.4,0.0,.,21.6,-2.9
COC(=O)c1ccccc1S(=O)(=O)N1CCC(C(=O)OC(C)C(=O)Nc2ccccc2OC)CC1 (stereo not drawn),0.4,7.4,-0.4,16.0,1.1,1.0,1.7,-1.8,-9.7
CCc1nc2c(OCc3ccc(C#N)cc3)cccn2c1N(C)C(=O)C(C)C,-0.3,-3.3,-3.3,-4.0,-2.7,.,1.1,-4.4,-4.9
COCCN1C(=O)/C(=C2/C(=O)N(CC(=O)Nc3ccccc3Cl)c3ccccc32)SC1=S,1.9,-5.0,-2.5,7.3,-1.2,-0.8,0.5,0.9,-0.4
Cc1nnsc1C(=O)N/N=C/c1ccccc1Cl,-0.1,-1.4,-2.2,-0.6,3.9,0.8,1.6,2.0,-5.5
COc1ccc(C(C(=O)NC(C)(C)C)N(Cc2cccs2)C(=O)CCC(=O)Nc2cc(C)on2)cc1 (stereo not drawn),0.6,-1.1,-1.1,15.8,3.6,0.5,.,13.7,0.0
O=C(c1ccc(F)cc1)C1CCN(C(=O)c2ccc(Cl)cc2)CC1,-1.4,9.3,-0.7,18.3,0.8,0.3,0.2,-6.2,-5.0
CCOC(=O)NC(CC(=O)O)c1ccc(OC)cc1 (stereo not drawn),-0.1,2.6,-0.6,5.0,-17.6,0.5,.,-0.4,-1.9
CCCCc1nc2cc(C(=O)N3CCNC(=O)C3)ccc2o1,-1.7,-5.1,-2.5,-0.8,-6.0,12.4,1.2,4.2,-2.7
CC1(C(=O)NCc2cccc(Cl)c2)Cc2c(-c3ccccc3)ccnc2O1 (stereo not drawn),-0.2,-3.3,-5.9,30.6,-1.0,.,2.3,11.7,1.8
CN(C)CCCn1c2c(c(SCC(=O)Nc3cccc4ccccc34)nc1=O)CCCC2,0.2,-6.7,-4.4,-9.4,-1.2,-1.6,0.2,-0.1,4.6
OCCc1c[nH]c2ccccc12,-0.2,11.7,-0.7,-7.8,5.3,-0.1,1.4,-6.2,10.9
COc1cc(NS(=O)(=O)c2ccc(NC(=S)NC(=O)COc3ccccc3OC)cc2)nc(OC)n1,-0.9,7.6,-3.0,3.7,-7.8,1.5,1.1,19.5,-3.2
O=[N+]([O-])c1cccc(COc2cccc(CN3CCCCC3)c2)c1,0.0,-6.3,-3.4,-6.1,-7.5,-1.0,-0.7,11.8,-0.7
Cc1cccc(NN=C2c3ccccc3-c3ccccc32)c1,-0.7,4.4,-1.8,-2.5,-8.4,1.1,.,11.0,-3.8
COc1ccc(C2=NN(C(=O)CN3CCOCC3)C(c3nc4ccccc4[nH]3)C2)cc1 (stereo not drawn),-0.9,3.5,-0.5,-0.2,0.4,-0.3,1.4,2.1,1.1
C=CCNC(=S)Nc1sc2c(c1C(=O)OCC)CC(C(C)C)OC2 (stereo not drawn),0.5,-7.1,0.9,0.9,0.1,1.1,.,-2.4,0.3
O=C(CCn1c(=O)sc2ccccc21)NC1CCCCC1,3.4,-1.0,-4.5,-1.1,2.3,-1.2,1.9,13.3,-1.7
CCN(C1CCS(=O)(=O)C1)S(=O)(=O)c1ccc(Cl)s1 (stereo not drawn),2.1,2.8,-4.1,7.0,-8.7,-1.5,2.9,-3.0,7.6
O=C(NCCOC(=O)c1ccc([N+](=O)[O-])cc1)c1cccnc1,-1.4,-9.2,-0.1,-4.3,0.6,-0.1,1.1,-9.4,-3.6
COc1ccc(-c2nc3ccc(C(=O)N4CCC5(CC4)OCCO5)cc3nc2-c2ccc(OC)cc2)cc1,21.3,-19.4,-2.0,10.5,19.0,-0.5,0.5,6.4,12.9
O=C1C2C3CC(C(Br)C3Br)C2C(=O)N1c1ccccn1 (stereo not drawn),0.7,0.9,-2.1,3.1,2.1,-1.5,.,1.2,-1.6
CCOc1ccc(CCNC(=O)C2CCCN(S(=O)(=O)c3c(C)n[nH]c3C)C2)cc1OCC (stereo not drawn),0.7,-1.2,-1.9,6.2,2.3,0.0,-0.2,21.5,-1.0
CCOC(=O)c1cnc2ccc(Br)cc2c1NCCO,0.1,2.3,-4.6,0.4,-5.5,-0.3,2.7,0.2,-1.4
N#CC(C#N)c1ccnc2ccccc12,-0.4,-7.7,-16.5,8.8,-3.5,.,1.2,10.0,-5.7
CCCCC(CC)CNC(=O)Cn1c(=O)[nH]c2ccsc2c1=O (stereo not drawn),-0.3,1.7,-5.8,2.9,4.4,-0.9,2.2,0.6,-7.6
O=C(Nc1nccs1)c1ccc(-c2ccccc2Cl)o1,0.2,5.8,-4.4,-8.8,-5.5,-0.8,.,6.4,3.9
Cc1ccccc1-c1nnc(SCC(=O)Nc2ccc3c(c2)OCCO3)n1N,2.1,4.3,-0.3,6.2,-5.1,1.3,.,-1.1,?
C=CCN=C1N[C@@H](c2ccccc2)C(C(=O)OC)=C(C)N1CCOC,-0.3,-1.5,-1.2,4.8,0.1,-0.5,1.0,0.7,-2.9
